Compound activity deposited in PubChem by several laboratories.
Furin inh: inhibitors of human furin | P09958 | purified furin, fluorogenic substrate cleavage | inhibition, % at 30 µM | hit rate 0.061% among 220,000 | AID 463115; in the data active = inhibition above about 25%; note: inactives centre near -15
BaF3 parental: parental Ba/F3 viability inhibition as JAK2V617F counter-screen; CellTiter-Glo ATP luminescence; inhibition, % at 5.6 µM; hit rate 1.1% among 220,000;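 active = inhibition above a per-campaign cutoff, the mean inhibition of all tested compounds plus 3 SD, cut at about 27% in these data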;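 note: 0% = DMSO wells and 100% = JAK Inhibitor I control wells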
p97 ATPase inh: human p97 ATPase inhibition; hit rate 0.42% among 220,000; inhibition, % at 8 µM; P55072; recombinant p97 ATPase, Kinase-Glo ATP luminescence, 3 h; in the data active = inhibition above about 15%;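 note: 0% = DMSO vehicle and 100% = wells lacking enzyme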
Target sequence (P55072 whole entry, looked up): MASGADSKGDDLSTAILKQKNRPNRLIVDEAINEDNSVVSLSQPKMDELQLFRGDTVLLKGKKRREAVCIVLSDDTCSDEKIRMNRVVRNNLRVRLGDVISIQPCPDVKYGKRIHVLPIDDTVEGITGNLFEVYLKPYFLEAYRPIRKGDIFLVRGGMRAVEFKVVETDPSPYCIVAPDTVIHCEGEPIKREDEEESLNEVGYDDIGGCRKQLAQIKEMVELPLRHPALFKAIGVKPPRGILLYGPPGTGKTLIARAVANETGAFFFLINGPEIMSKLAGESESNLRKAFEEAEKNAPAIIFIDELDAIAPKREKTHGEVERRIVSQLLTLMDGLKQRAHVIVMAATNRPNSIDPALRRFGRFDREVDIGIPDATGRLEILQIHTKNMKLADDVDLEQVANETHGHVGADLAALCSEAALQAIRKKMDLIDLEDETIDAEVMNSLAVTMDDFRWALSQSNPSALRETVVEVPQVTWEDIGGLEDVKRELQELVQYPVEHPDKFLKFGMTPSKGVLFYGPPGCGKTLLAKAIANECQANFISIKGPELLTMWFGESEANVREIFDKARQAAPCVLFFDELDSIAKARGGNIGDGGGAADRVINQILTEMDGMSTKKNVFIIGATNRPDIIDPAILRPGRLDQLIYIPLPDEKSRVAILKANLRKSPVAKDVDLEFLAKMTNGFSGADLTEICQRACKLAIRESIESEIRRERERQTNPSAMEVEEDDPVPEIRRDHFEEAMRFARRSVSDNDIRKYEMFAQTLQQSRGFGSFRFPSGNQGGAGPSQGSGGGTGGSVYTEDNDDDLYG
Ba/F3 V617F tox: loss of viability in JAK2V617F-driven Ba/F3 cells; Ba/F3 EpoR-JAK2V617F viability, ATP luminescence; inhibition, % at 5.6 µM; hit rate 1.1% among 220,000;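 active = inhibition above the campaign mean plus 3 SD over all tested compounds, cut at about 24% in these data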;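 note: cytokine-independent growth of Ba/F3 cells driven by EpoR plus mutant JAK2; 0% = DMSO-treated cells and 100% = JAK inhibitor I control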
PPC-1+TRAIL kill: PPC-1 cancer cell killing with TRAIL present; PPC-1 cells + TRAIL, ATPLite viability luminescence; cell killing (% activity), % at 4 µM; hit rate 0.41% among 220,000;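 active = cell killing above 50% in the first pass at 4 µM, then a duplicate retest at 5 µM averaging 50% or more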;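 note: plate controls were cells with TRAIL plus DMSO for no effect and medium-only wells lacking cells for full effect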
EP2 antag: EP2 receptor (human) inhibition. hit rate 0.52% among 260,000. P43116. C6 glioma cells expressing human EP2, cAMP TR-FRET; cells stimulated with saturating PGE2. AID 1422. inhibition, % at 25 µM;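 active = percent inhibition above 40 after rounding to a whole number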;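 note: rat C6 glioma host cells with rolipram phosphodiesterase inhibitor present; the protocol text gives 20 µM as final concentration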
TbHK1 inh: blocks Trypanosoma brucei hexokinase 1 activity | recombinant TbHK1, G6PDH-coupled NADH A340 | inhibition, % at 10 µM | AID 1430 | hit rate 0.11% among 220,000;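 active = inhibition of 50% or more in the single-dose primary screen; inactive = inhibition below 50%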
p47phox inh: inhibitors of human p47phox binding; p47phox/p22phox peptide binding, fluorescence polarization, 2 h; P14598; inhibition, % at 24.7 µM; hit rate 0.53% among 220,000;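 active = inhibition above about 30%, limit read from the data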;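 note: 0% = p47phox with labelled peptide and 100% = labelled peptide alone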
RBBP9 inhibitor: human RBBP9 hydrolase inhibition; O75884; recombinant RBBP9, FP-Rh probe fluorescence polarization; inhibition, % at 7.94 µM; hit rate 0.2% among 220,000;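 active = inhibition above the campaign mean of all tested compounds plus 3 SD, cut at about 14% in these data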;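 note: plate controls were DMSO wells with RBBP9 for no effect and wells lacking RBBP9 protein for full effect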
Target sequence (O75884 whole entry, looked up): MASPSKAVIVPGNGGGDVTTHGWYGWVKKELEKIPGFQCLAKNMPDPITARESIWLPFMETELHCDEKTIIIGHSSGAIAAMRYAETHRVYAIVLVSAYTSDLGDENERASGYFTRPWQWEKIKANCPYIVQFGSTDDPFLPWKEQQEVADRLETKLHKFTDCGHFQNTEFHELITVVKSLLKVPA
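Controls: DMSO-treated enzyme wells and wells lacking RBBP9 | Material: RBBP9 protein | Technique: Fluorescence polarization | Replication: Single well per compound, no replicates | Buffer or medium: Tris-NaCl-Pluronic buffer, pH 8.0 | Timing: 30 min compound preincubation, 45 min probe labeling, 25 °C | Read-out basis: Percent inhibition from mP, scaled between DMSO and no-protein wells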
Numbers without * were called inactive; nt = no result given; & = joins results of further samples; [ ] = dose if it differs, or a comment. Only part of the results is shown; the hit share may differ from the screen's.

SMILES	Furin inh	BaF3 parental	p97 ATPase inh	Ba/F3 V617F tox	PPC-1+TRAIL kill	EP2 antag	TbHK1 inh	p47phox inh	RBBP9 inhibitor
COc1ccc(OCC(=O)Nc2ccc(C)c(S(=O)(=O)N(C)C)c2)cc1	-16	5	-2	3	26	6	8	-3	-9
COC(=O)c1ccc(C23CC4(C2)[C@H](CN(C)[C@@H]4c2ccccc2)C3c2ccccc2)cc1 (stereo partly specified)	-20	nt	nt	nt	10	21	6	0	nt
c1ccc(-c2nnc(-c3ccccc3)o2)cc1	-22[20 µM]	2	-6	0	6	8	5	-57	-5
Cc1ccc(-c2cc(N)n(Cc3ccc(Cl)cc3)n2)cc1	-20[20 µM]	-2	-3	1	1	6	-5	-3	-5
COc1ccc(C)cc1NC(=O)CN(c1ccccc1F)S(C)(=O)=O	-7	9	-6	4	3	nt	6	5	-5
Nc1ncnc(Oc2cccc(C(F)(F)F)c2)c1[N+](=O)[O-]	-35	5	7	-4	-2	9	-7	-12	1
CCCCOc1ccc(NC(=O)c2cc(F)c(F)cc2Cl)cc1	-12	9	1	0	13	5	35	-5	-5
O=C(NNC(=O)c1ccccc1Br)c1ccc(Cl)cc1	-15[20 µM]	0	7	-6	-10	2	1	6	0
Cc1noc(/C=C/N(C)C)c1S(=O)(=O)N1CCCC(C(=O)NC2CCCCC2C)C1 (stereo unspecified)	-18	2	5	-2	5	nt	-45	-13	-14
CC(C)CNS(=O)(=O)c1ccc(CCC(=O)N2CCN(Cc3ccccc3)CC2)cc1	-29[20 µM]	8	-3	0	8	6	3	-4	-4
CN(C)C(CNC(=O)CCCOc1ccccc1)c1ccco1 (stereo unspecified)	-19[20 µM]	2	2	-1	16	13	-8	3	1
O=C(Nc1cccc(O)c1)c1ccc([N+](=O)[O-])cc1Cl	-28	-2	2	-2	15	6	-5	-7	-8
CC(C)N(CCCNC(=O)CC1Oc2ccccc2NC1=O)Cc1ccccc1 (stereo unspecified)	-36	1	4	-3	22	18	5	3	-1
CC(C)CO/C(=N/S(=O)(=O)c1ccccc1)c1ccccc1	-6[20 µM]	2	-4	0	-13[5 µM]	1	-4	-12	-2
CS(=O)(=O)NCCOc1ccc(S(=O)(=O)NCCOc2ccccc2)cc1	-14	2	3	-2	13	10	3	-1	-1
CC1N(C)c2cc(NC(=O)c3ccco3)ccc2C1(C)C (stereo unspecified)	-9	3	-4	1	33	9	-5	-212	-91
O=C(Nc1c(F)cc(F)cc1Br)c1cccnc1	-24[20 µM]	1	4	-2	9	8	4	-9	-10
CCOc1ccc(C2C(C#N)=C(N)Oc3cc(C)[nH]c(=O)c32)cc1OC (stereo unspecified)	-26	-2	5	0	10	6	-14	6	-5
CCCCOC(=O)Nc1ccc2c(C)cc(=O)oc2c1	-22[20 µM]	1	3	-3	6	11	-15	0	-4
O=C(CC(c1ccccc1)c1cc(Br)ccc1O)NCCN1CCOCC1 (stereo unspecified)	-17[20 µM]	4	0	3	17	13	-2	-12	-8
Cc1cc(NC(=O)c2cc(-c3cccnc3)nc3c(C)c(C)ccc23)no1	-18[20 µM]	3	-5	-1	-14	12	-19	-13	-2
COc1ccc(CNC(=O)c2cc3c(=O)n4ccccc4nc3n(Cc3ccco3)c2=N)cc1	-22[20 µM]	7	35*	2	nt	nt	-4	nt	-6
CCCc1cc(-n2ccnc2)n2c(nc3ccccc32)c1C#N	-9[20 µM]	6	0	1	4	nt	-6	-35	0
Cc1cc(C(=O)N2CCc3ccccc32)c2ccccc2n1	-13	4	4	-4	22	8	-8	-12	-2

Part of the list above, bar-delimited:
SMILES | Furin inh | BaF3 parental | p97 ATPase inh | Ba/F3 V617F tox | PPC-1+TRAIL kill | EP2 antag | TbHK1 inh | p47phox inh | RBBP9 inhibitor
COC(=O)c1ccc(C23CC4(C2)[C@H](CN(C)[C@@H]4c2ccccc2)C3c2ccccc2)cc1 (stereo partly specified) | -20 | nt | nt | nt | 10 | 21 | 6 | 0 | nt
c1ccc(-c2nnc(-c3ccccc3)o2)cc1 | -22[20 µM] | 2 | -6 | 0 | 6 | 8 | 5 | -57 | -5

Next entries follow:
SMILES	Furin inh	BaF3 parental	p97 ATPase inh	Ba/F3 V617F tox	PPC-1+TRAIL kill	EP2 antag	TbHK1 inh	p47phox inh	RBBP9 inhibitor
COc1nc(N(CC(N)=O)S(=O)(=O)c2ccccc2)nc(C)c1Cl	-16[20 µM]	5	-1	-3	-11	7	-3	-9	10
COc1ccc(S(=O)(=O)N2CCCC(C(=O)N3CCOCC3)C2)cc1C (stereo unspecified)	9[20 µM]	2	-1	-1	-3	21	1	-11	3
COc1ccc(C2C3=C(Nc4ncnn42)c2ccccc2CC3)cc1OC (stereo unspecified)	-20	3	2	-2	3	13	-33	-17	-7
Cc1csc(NC(=O)c2cc3c(s2)CCCC3)n1	-13[20 µM]	8	-9	6	66*[5 µM]	15	-20	-6	-8
Cc1nc2sc(C(c3ccccc3)N3CCC(O)CC3)c(O)n2n1 (stereo unspecified)	-25	6	2	0	11	17	-6	-1	3
Cc1ccc(C(=O)CSC2=C(C#N)C(c3ccco3)CC(=O)N2)c(C)c1 (stereo unspecified)	-14	1	-2	1	-5	16	-25	-8	-1
CC(=O)N(Cc1cccnc1)Cc1cc2ccccc2[nH]c1=O	-8	3	5	-3	-1	4	-12	-8	-1
c1cnc(NCCNc2ncccn2)nc1	-3	5	2	2	-7	7	1	-4	-1
CC(C(=O)Nc1ccccc1)c1ccc(-c2ccccc2)c(F)c1 (stereo unspecified)	-16[20 µM]	1	1	-3	14	10	0	-10	-11
Cc1cnc(NC(=O)CSc2nnc(COc3ccccc3)o2)s1	-13	-3	1	0	17	5	-13	-10	-2
O=C(NC1CCCCCC1)c1cc(S(=O)(=O)N2CCCCC2)ccc1N1CCOCC1	-20	11	-1	3	0	3	-4	-9	1
N#Cc1c(-c2ccccc2)cc(-c2ccccc2)nc1SCC(=O)NCC(=O)O	-19	-2	7	-1	7	11	-27	-14	-3
O=C(Nc1cccnc1)c1ccc(Cl)c([N+](=O)[O-])c1	-31	8	1	3	19	3	0	-1	0
CCN(CC)CCn1c(C)nc2ccccc21	-23	3	9	-2	-3	6	-5	-6	-6
CNC(=O)C1CC(=O)N(Cc2ccccc2)C(=Nc2ccc(OC)cc2)S1 (stereo unspecified)	-19	1	4	-5	10	5	-4	0	0
Cc1ccc(OCC(=O)NNC(=O)c2cccnc2)cc1	-6[20 µM]	4	4	-2	21	10&4	-2	-6	-1
c1cnc2c(c1)ncc1cscc12	-13	3	2	-1	27	12	26	-10	-3
CCOC(=O)c1ccc(NC(=O)NC2CC3CCC(C2)N3C(=S)NC)cc1 (stereo unspecified)	-18	0	4	-4	-6	7	-32	-7	-6
O=C(Nc1cccnc1Cl)c1ccc2c(Cl)c3c(nc2c1)CCC3	-16	4	-12	5	63*[5 µM]	4	1	5	-5
COC(=O)c1ccccc1NC(=O)Nc1cccc(C)n1	-11	1	0	-1	30	7	-17	12	-11
O=C(CSc1nnnn1-c1ccc2c(c1)OCCO2)Nc1nc2c(s1)CCCC2	-23	0	10	-4	1	8&13	-1	3	-1
COc1ccc(-c2noc(C3CCCN(C(=O)c4ccc(C)cc4)C3)n2)cc1 (stereo unspecified)	-16	-6	-4	4	8	6	7	-5	2
Cc1ccc(C(=O)Cn2c(NCCO)nc3ccccc32)cc1	-14	4	7	1	1	15	4	-7	1
O=C(COc1ncnc2scc(-c3ccccc3)c12)NCCN1C(=O)CSC1=O	-20	5	4	-1	23	4	-2	7	4
Cc1sc(NC(=S)NC(=O)c2ccco2)c(C#N)c1C	-26	4	3	0	9	3	-16	-15	-4
CC(=O)c1cc(C#N)c(SCC(=O)Nc2nccs2)nc1C	-21	3	0	4	22	13	-5	1	-5
CNC(=O)CCCc1nc(-c2ccccc2Cl)no1	-17[20 µM]	8	2	2	-4	5	-7	-11	-4
Cc1nnc(NC(=O)CSc2nnc(-c3ccc(S(=O)(=O)N4CCCC4)cc3)n2C)s1	-18[20 µM]	4	3	0	9	6	1	-7	-5
COCCNc1nc(-c2cc(-c3ccc(Cl)cc3)on2)cc(C(C)C)n1	-27	nt	nt	nt	-1	6	-19	-1	nt
Cc1ccc(N(CC(=O)Nc2cccc(C)c2)S(=O)(=O)c2cccc3nonc23)cc1	-28	0	4	-1	6	9	3	-44	-11
C=CCn1c2ccccc2c2nnc(SC(CC)C(=O)Nc3sc4c(c3C#N)CCCC4)nc21 (stereo unspecified)	-17[20 µM]	3	5	-1	-5	9	-17	-21	0
COc1ccc(C(=O)Nc2cc(C)on2)cc1[N+](=O)[O-]	-34	3	5	-4	2	14	-4	-6	9
COc1cc(C(=O)NCCCNc2nc3c(C)cc(C)cc3cc2C#N)cc(OC)c1OC	-13	3	11	-2	-3	5	-5	-15	-48
CCOC(=O)C1(CCc2ccccc2)CCN(C(=O)c2cnc(C)cn2)CC1	-26	2	-2	-4	10	9	-2	-10	-7
CSc1nnc(C)c(=O)[nH]1	-17[20 µM]	8	9	-3	11	6	1	-10	10
COc1cc2c(cc1OC)CN(C(=S)Nc1c(C)cccc1C)CC2	-14	6	4	-2	2	4	-2	-12	3
Cn1cccc1C(C#N)c1cccc(F)c1C#N (stereo unspecified)	-23	1	4	-2	13	3	0	-9	0
COCCCn1c(SCC(=O)N2CCCCC2C)nnc1-c1ccco1 (stereo unspecified)	-28	3	3	-1	11	6	3	-15	-5
O=C(N/N=C/C=C/c1ccc2c(c1)OCO2)c1ccc([N+](=O)[O-])cc1	-1[20 µM]	5	4	-3	4	19	-21	10	-6
Cc1ccc(CNC(=O)CCS(=O)(=O)c2ccc(C)cc2)cc1	-14	6	1	1	14	3	-4	9	3
O=c1cccc(-c2ccccc2)[nH]1	-15	-2	-3	-3	1	9	-15	2	-6
CCC(=O)N(Cc1ccc(S(N)(=O)=O)cc1)C1CC(=O)N(c2ccc(OC)cc2)C1=O (stereo unspecified)	-4[20 µM]	9	2	2	-15	9	3	-3	-6
O=[N+]([O-])c1cccc(NC2=NCCC2)c1	-20	5	2	0	-5	7	-2	5	1
CC(C)CCN1CCN(Cc2ccoc2)CC1CCO (stereo unspecified)	-14	3	5	-3	5	14	-9	-3	0
O=C(NC1CC1)C1=C[C@@H](c2csc3ccccc23)C[C@@H](OCCCCO)O1	-28	nt	nt	nt	-19	6	-13	-19	nt
CC(=O)N1CCC(N(C(=O)Nc2c(F)cccc2F)C(C)C)CC1	-38	0	1	-5	-3	6	-6	-3	-10
CC(C)/C=N/Nc1nc2c(c(=O)n(C)c(=O)n2C)n1C	-11	-1	7	-1	-4	5	-6	-3	6
O=C(Nc1ccc2c(c1)OCCO2)c1cc2sccc2n1Cc1ccc(F)cc1	-10[20 µM]	6	1	-3	-1	22	-11	-22	-15
CC(c1ccco1)N(C(=O)COc1ccc(Cl)cc1Cl)c1ccccn1 (stereo unspecified)	-23[20 µM]	4	-4	-3	14[5 µM]	5	6	-5	-1
COC(=O)CNC(=O)C(Cc1c[nH]c2ccccc12)NC(=O)Oc1ccccc1 (stereo unspecified)	-15	3	6	-5	10	5	-2	-6	-3
CC(C)(C)c1nc(N)nc(=O)[nH]1	-7	1	14	-4	3	11	-5	0	-6

Whole records, looked up by structure. Screens in order: Furin inh	BaF3 parental	p97 ATPase inh	Ba/F3 V617F tox	PPC-1+TRAIL kill	EP2 antag	TbHK1 inh	p47phox inh	RBBP9 inhibitor
`COC(=O)CNC(=O)C(Cc1c[nH]c2ccccc12)NC(=O)Oc1ccccc1` (stereo unspecified) as listed: -15	3	6	-5	10	5	-2	-6	-3
`CC(C)(C)c1nc(N)nc(=O)[nH]1` as listed: -7	1	14	-4	3	11	-5	0	-6
